mHTT CaM bind: inhibitors of human mutant huntingtin-calmodulin interaction; actives 3.6% (n = 190,000); inhibition, % at 15 µM; AID 1671202; P42858; AlphaScreen His-mHTT/GST-CaM binding, luminescence;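 also: 0% = both proteins with DMSO and 100% = one protein alone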
Target sequence (P42858 whole entry, looked up, stated change not applied): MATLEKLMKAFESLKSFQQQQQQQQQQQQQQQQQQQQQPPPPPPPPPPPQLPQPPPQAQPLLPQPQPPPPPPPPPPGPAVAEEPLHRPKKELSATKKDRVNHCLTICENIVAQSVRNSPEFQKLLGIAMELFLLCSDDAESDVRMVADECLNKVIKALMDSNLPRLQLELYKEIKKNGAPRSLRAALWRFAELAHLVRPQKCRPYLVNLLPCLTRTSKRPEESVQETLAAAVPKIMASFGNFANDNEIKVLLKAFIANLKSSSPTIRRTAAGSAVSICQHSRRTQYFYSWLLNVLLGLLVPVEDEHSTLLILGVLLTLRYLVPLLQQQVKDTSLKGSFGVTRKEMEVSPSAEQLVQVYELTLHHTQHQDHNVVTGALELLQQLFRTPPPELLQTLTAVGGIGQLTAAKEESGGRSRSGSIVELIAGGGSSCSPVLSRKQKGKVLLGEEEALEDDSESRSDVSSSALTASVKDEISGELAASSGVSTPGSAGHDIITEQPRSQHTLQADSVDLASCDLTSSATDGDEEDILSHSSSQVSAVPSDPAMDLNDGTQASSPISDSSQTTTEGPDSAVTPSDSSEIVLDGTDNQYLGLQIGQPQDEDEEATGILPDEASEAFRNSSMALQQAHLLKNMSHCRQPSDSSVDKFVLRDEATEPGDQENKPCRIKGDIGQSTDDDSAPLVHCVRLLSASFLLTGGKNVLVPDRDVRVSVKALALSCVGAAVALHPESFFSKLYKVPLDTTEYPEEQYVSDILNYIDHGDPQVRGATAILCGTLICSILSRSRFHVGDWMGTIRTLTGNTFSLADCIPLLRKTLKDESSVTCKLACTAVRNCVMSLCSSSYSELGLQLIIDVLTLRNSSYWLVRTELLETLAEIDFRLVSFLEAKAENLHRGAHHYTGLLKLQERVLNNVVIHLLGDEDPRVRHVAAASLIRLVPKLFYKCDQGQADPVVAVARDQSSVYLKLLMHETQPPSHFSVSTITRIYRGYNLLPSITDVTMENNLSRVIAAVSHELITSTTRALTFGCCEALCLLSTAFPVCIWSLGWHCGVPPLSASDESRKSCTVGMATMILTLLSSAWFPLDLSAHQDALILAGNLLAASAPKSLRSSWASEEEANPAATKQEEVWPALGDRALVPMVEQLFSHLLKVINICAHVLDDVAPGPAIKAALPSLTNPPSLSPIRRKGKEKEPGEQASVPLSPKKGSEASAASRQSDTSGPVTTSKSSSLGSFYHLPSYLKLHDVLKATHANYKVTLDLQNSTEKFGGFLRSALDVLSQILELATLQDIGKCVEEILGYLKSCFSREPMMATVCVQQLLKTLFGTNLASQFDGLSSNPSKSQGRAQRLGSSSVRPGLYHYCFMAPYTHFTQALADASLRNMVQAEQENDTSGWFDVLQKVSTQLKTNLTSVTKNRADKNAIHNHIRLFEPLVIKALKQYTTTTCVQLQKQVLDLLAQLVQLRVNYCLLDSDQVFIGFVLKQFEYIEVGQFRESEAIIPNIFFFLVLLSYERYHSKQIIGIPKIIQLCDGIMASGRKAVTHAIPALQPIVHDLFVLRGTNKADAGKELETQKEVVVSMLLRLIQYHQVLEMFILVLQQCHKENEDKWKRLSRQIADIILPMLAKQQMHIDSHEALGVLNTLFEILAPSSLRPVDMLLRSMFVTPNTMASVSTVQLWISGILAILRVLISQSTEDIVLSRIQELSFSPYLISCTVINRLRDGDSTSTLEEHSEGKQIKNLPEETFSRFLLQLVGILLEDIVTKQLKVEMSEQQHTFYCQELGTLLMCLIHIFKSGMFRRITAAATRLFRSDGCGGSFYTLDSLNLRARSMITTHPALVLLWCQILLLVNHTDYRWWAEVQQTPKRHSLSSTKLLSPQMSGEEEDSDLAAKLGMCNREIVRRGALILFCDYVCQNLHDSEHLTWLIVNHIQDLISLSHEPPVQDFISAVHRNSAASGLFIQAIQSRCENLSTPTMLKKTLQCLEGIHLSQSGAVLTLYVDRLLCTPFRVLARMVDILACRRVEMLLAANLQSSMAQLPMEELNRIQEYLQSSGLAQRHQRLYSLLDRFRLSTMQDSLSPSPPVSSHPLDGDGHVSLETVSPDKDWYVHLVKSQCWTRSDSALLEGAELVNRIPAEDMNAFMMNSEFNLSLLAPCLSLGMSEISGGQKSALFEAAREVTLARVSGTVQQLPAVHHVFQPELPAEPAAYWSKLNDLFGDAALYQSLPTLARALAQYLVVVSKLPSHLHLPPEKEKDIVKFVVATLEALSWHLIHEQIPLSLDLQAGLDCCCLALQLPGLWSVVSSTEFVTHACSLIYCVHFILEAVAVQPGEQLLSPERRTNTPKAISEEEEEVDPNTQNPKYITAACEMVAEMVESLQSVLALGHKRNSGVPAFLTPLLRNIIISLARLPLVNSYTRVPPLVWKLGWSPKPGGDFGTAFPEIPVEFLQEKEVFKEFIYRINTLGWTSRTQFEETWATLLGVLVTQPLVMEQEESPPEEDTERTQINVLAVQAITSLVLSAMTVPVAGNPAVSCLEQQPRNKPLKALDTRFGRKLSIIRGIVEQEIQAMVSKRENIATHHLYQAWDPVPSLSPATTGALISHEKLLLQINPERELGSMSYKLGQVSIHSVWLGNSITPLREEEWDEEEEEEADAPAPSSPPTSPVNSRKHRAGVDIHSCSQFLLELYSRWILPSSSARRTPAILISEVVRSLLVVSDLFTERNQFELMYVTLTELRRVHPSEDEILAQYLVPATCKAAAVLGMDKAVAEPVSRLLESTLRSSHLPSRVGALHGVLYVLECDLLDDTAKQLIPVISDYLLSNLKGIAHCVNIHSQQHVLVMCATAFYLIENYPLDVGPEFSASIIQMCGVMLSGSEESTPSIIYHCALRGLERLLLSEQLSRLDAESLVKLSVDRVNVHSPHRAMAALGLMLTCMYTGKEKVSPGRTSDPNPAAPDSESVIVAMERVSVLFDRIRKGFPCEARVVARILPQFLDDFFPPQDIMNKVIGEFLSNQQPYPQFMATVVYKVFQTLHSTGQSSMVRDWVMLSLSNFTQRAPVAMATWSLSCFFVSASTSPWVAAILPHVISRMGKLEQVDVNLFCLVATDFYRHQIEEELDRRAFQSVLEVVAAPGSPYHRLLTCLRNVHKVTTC
Pf apPOL inh: Pf-apPOL DNA polymerase inhibition | actives 0.25% (n = 210,000) | inhibition, % at 10 µM | AID 1794808 | Recombinant Pf-apPOL, molecular beacon fluorescence, 1.5 h
* hit, by the source's call; . = not tested or not shown; & = joins results of further samples. Rule as the data show it: active = inhibition above about 50%; inactive = the rest.

Molecule,mHTT CaM bind,Pf apPOL inh
CNc1nccc(N2CCC(CC(=O)NCCN3CCCCC3)CC2)n1,4,-2
COc1cccc(/C=C2/N=C(c3cccc([N+](=O)[O-])c3)OC2=O)c1OC,-5,18
NC(=O)c1c[nH]c2ccccc12,-6,-10&2
O=C1Nc2ccccc2N(O)N1c1ccccc1F,-3,-4
Cc1noc(C)c1C1CCCN1C(=O)Nc1cccc(Cl)c1 (stereo not drawn),-6,-1
CCCCNC(=O)C1CC(=O)N(c2ccc(Cl)cc2)C1 (stereo not drawn),-1,-7
CCOC(=O)c1sc(NC(=O)c2noc3c2CCCC3)c(C(=O)OCC)c1C,-7,-3
O=C1CCCC2=C1C(c1ccc(O)cc1)n1nc(SCc3ccccc3Cl)nc1N2 (stereo not drawn),-4,-3
Cc1nc(C)c(-c2csc(Nc3ccc([N+](=O)[O-])cc3)n2)s1,36,1
N#CC1=C(N)Oc2cc(N)ccc2C1c1cc(Br)cs1 (stereo not drawn),13,-2
Cc1cc(C=O)c(C)n1-c1ccc(N2CCOCC2)cc1,8,-308
Cc1nc2ccc(NC(=O)N3CCOCC3)cc2nc1C,1,1
Cc1ccn(-c2ccc(C(=O)Nc3ccccc3)cn2)n1,-1,6
O=C(CCCN1C(=O)c2ccccc2C1=O)Nc1nc2ccccc2s1,-1,-4
O=C(Nc1ccccc1)C1CCCN(c2nccnc2Sc2ccccc2)C1 (stereo not drawn),-5,-3

Some of the entries above, set out differently.
Fields – mHTT CaM bind, Pf apPOL inh
> CNc1nccc(N2CCC(CC(=O)NCCN3CCCCC3)CC2)n1
    4, -2
> COc1cccc(/C=C2/N=C(c3cccc([N+](=O)[O-])c3)OC2=O)c1OC
    -5, 18

(continued)
Molecule,mHTT CaM bind,Pf apPOL inh
COc1ccc(Br)cc1C1=N/C(=C/c2ccccc2C(F)(F)F)C(=O)O1,1,-1
O=C(Cn1nc2n(c(=O)c1=O)CCN2c1ccc(F)cc1)N1CCCc2ccccc21,-2,-5
CNC(=O)c1cc(=O)[nH]c2ccccc12,3,-4
Cc1c(Cl)cccc1N1CCN(C(=O)CCc2ccccc2)C(C)C1=O (stereo not drawn),5,-6
CCSc1nc2c(c(=O)n1-c1ccc([N+](=O)[O-])cc1)SCC2,16,-9
O=c1c2c(-c3ccccc3)csc2nc2c3ccccc3c(NCc3ccco3)nn12,100*,1
CC(C)(C)C1(C)OC(=O)C(=Cc2ccc(C(=O)O)cc2)C(=O)O1 (stereo not drawn),0,-1
CC(C)CCNC(=O)C1CCCN(c2cn[nH]c(=O)c2)C1 (stereo not drawn),-5,-4
CCC(CC)N1CCN(C(=O)c2cccc3[nH]cc(CN4CCSCC4)c23)CC1,20,-3
Cc1cc(C)n(-c2ccc(=O)n(CC(=O)N3CCN(c4ncccn4)CC3)n2)n1,-16,-3
Nc1nc2c(nc(Br)n2COCCO)c(=O)[nH]1,-1,-14
Cc1ccc(N2CCN(C(=O)c3ccc(-c4cccs4)nc3)CC2)cc1,1,3
Cc1nc(N=C(N)Nc2cccc(Cl)c2)[nH]c(=O)c1C,0,-1
CCOC(=O)c1cc2cccc(OCC)c2oc1=O,-1,-8
COc1ccccc1NNC(=O)c1cccnc1Oc1ccccc1,.,2&2

Next records.
Molecule,mHTT CaM bind,Pf apPOL inh
Cc1ccc(C)c(OCCCc2c(C)n[nH]c2C)c1,14,0
Cc1nc(CSCc2ccc(Cl)cc2Cl)cs1,.,-4
COc1ccccc1CNc1nc(C)nc2sc3c(c12)CCC3,-4,-5
O=S(=O)(c1ccc(Cl)cc1)N1CCOCC1,-7,-15
O=C(CNS(=O)(=O)c1ccc(Br)s1)N1CCc2ccccc21,6,-3
Cc1noc(C=Cc2nn(C)cc2Cl)c1[N+](=O)[O-],.,-2
CCCn1cnnc1C1CCN(Cc2ccco2)CC1,2,-2
O=C1N=C(N2CCOCC2)S/C1=C/c1cccc([N+](=O)[O-])c1,-3,18
COc1cc(C2CC(=O)C=C(O)C2)cc(OC)c1OC (stereo not drawn),10,2
CC(=O)c1ccc2c(c1)c1cc(C(C)=O)ccc1n2C,8&0,-6&-1
CCN(Cc1ccccc1)C(=O)c1ccc(OC)c(OC)c1,1,-7
Cc1nc2c(C(=O)N3CCCC(C)C3)cnn2c(C)c1Cc1ccc(Cl)cc1 (stereo not drawn),100*,-4
CN1C(=N)NC(=O)/C1=C\c1cc(O)ccc1Br,10,2
N#Cc1ccccc1N=Cc1cc2c(cc1[N+](=O)[O-])OCO2,19,-2
CSc1nc(N)nc(SCC(=O)c2ccccc2)c1C#N,-7,-12

(cont.)
Molecule,mHTT CaM bind,Pf apPOL inh
O[C@H]1CN(Cc2cccs2)[C@@H](c2ccccc2)C[C@@H]1n1cc(-c2ccc(F)cc2)nn1,21,0
O=C(NCc1ccc2c(c1)OCO2)c1ccc2c(c1)NC(=O)C1CCCCN21 (stereo not drawn),-1,1
Cc1noc(C2CCCCN2Cc2ccccc2Cl)n1 (stereo not drawn),-36,3
O=C(NC1CC1)c1cccc2c1CCN2C(=O)c1ccc(F)cc1,-1,0
COc1cccc(-c2cc(C3CCN(C(=O)Nc4cc(F)cc(F)c4)CC3)[nH]n2)c1,3,-6
Cc1ccc(CNC(=O)c2csc(-c3ccncc3)n2)cc1,9,-1
O=C(NCc1cccs1)C1CN(S(=O)(=O)c2cccnc2)CC12CCCCC2 (stereo not drawn),-4,-2
O=Cc1cc2c3c(c1O)CCCN3CCC2,0,-5
CSc1cccc(NC(=O)c2ccc([N+](=O)[O-])cc2)c1,20,-7
CNC(=O)N1CCC(CCOc2ccncc2)CC1,-5,-4
CCN(CC)c1ccc(C=Nc2ccc(S(=O)(=O)Nc3ccc(F)cc3)cc2)c(O)c1,-8,-2
COc1ccccc1Nc1ncnc2c1cnn2-c1ccc(C)cc1,-17,1
CCOc1ccc(N(CC)S(=O)(=O)c2ccc3c(c2)CC(C)N3C(C)=O)cc1 (stereo not drawn),22,4
COc1ccc(C2CC(c3cccc(Br)c3)Nc3ncnn32)cc1 (stereo not drawn),32,-2
CC(NC(=O)C(c1ccccc1)c1ccccc1)C(=O)Nc1ccc(Br)cc1 (stereo not drawn),2,-7

Molecules shown so far that have two or more sulfur atoms, in the order listed:
Molecule,mHTT CaM bind,Pf apPOL inh
Cc1nc(C)c(-c2csc(Nc3ccc([N+](=O)[O-])cc3)n2)s1,36,1
CCSc1nc2c(c(=O)n1-c1ccc([N+](=O)[O-])cc1)SCC2,16,-9
Cc1nc(CSCc2ccc(Cl)cc2Cl)cs1,.,-4
O=C(CNS(=O)(=O)c1ccc(Br)s1)N1CCc2ccccc21,6,-3
CSc1nc(N)nc(SCC(=O)c2ccccc2)c1C#N,-7,-12
O=C(NCc1cccs1)C1CN(S(=O)(=O)c2cccnc2)CC12CCCCC2 (stereo not drawn),-4,-2

(listing goes on)
Molecule,mHTT CaM bind,Pf apPOL inh
O=C(c1cccnc1)N1CCC(CCOc2ccc(F)cc2)CC1,-1,-1
O=C1NCCCn2nc(C3CCN(S(=O)(=O)c4ccc5c(c4)CCC5)CC3)cc21,2,1
CC(C)(C)n1nc2c(c1NC(=O)CC1CCCCC1)CS(=O)(=O)C2,3,-4
O=C(c1c(F)cccc1F)N1CCN(S(=O)(=O)C2CC2)CC1,-10,-3
CC1=C(C(N)=O)C(c2ccccc2F)NC(=O)N1 (stereo not drawn),2,3
CCc1ccc(N2CC(C(=O)Nc3ccc(C(C)=O)cc3)CC2=O)cc1 (stereo not drawn),1,0
Cc1ccc(/C=C2\SC(=O)N(CNc3cccc(F)c3)C2=O)o1,1,5
Cc1noc(C)c1S(=O)(=O)N1CCC(C(C)C(=O)NCc2cccc(Cl)c2)CC1 (stereo not drawn),4,-4
C=CCN([C@@H](C(=O)OC)C(C)C)S(=O)(=O)CCNCc1ccccc1,-9,-5
COc1ccc(NC(=O)COc2cc(C)c(Cl)c(C)c2)cc1OC,5,-4
Cc1ccc(Cl)cc1N1CCN(CCCNC(=O)Cn2cc3c(n2)CCCC3)CC1,21,-3
COc1ccc(CN2CCC(C(=O)N3CCN(c4cccc(C)c4C)CC3)CC2)cc1,10,-3
C=C(C)CSc1nc2sc3c(c2c(=O)[nH]1)CCCC3,-2,-6
O=C(c1csc(CN2CCN(Cc3ccccc3)CC2)n1)N1CCOCC1,-6,-1
COCc1[nH]nc2c1C(c1ccc3c(c1)OCO3)C(C#N)=C(N)O2 (stereo not drawn),-2,-6

Additional results follow.
Molecule,mHTT CaM bind,Pf apPOL inh
Cc1cc(C)cc(-n2c(CN3CCN(C(=O)NC(C)C)CC3)nc3cccnc32)c1,-8,-2
O=C(Nc1ncccc1Cl)C1c2ccccc2Oc2ccccc21,2&-4,-10&-2
O=C1C2CCCCC2C(=O)N1CN1CCOCC1 (stereo not drawn),-1,-3
CC1(C)OC2OC(C(=O)Nc3ccc(F)cc3)C3OC(C)(C)OC3C2O1 (stereo not drawn),2,-1
CC1CCc2cc(F)ccc2N1S(=O)(=O)c1cc2c3c(c1)CCN3C(=O)CC2 (stereo not drawn),20,9
Cc1nc(Cn2cccc2C(=O)Nc2ccccc2)no1,-6,-7
CC(C)c1nc(CN2CCN(c3ccccc3Cl)CC2)cc(=O)[nH]1,-2,-1
O=C(NCCCNCCCNC(=O)c1cccnc1)c1cccnc1,0,-9
O=C(Nc1ccc2cn[nH]c2c1)c1cc(-c2ccco2)on1,0,-9
COC(=O)Nc1ccc(C(=O)NCc2ccccc2)cc1,-3,-1
CCN(CC)C(=O)CC[C@@H]1CC[C@]2(CCCN(C(=O)c3cccnc3)C2)O1,3,-6
COc1ccc(C)cc1NC(=O)c1cc2c(s1)CN(C(C)C)C2,44,0
COc1ccc(-c2cnnn2-c2ccc(NC(=O)c3ccc4c(c3)OCO4)cc2)cc1OC,1,-5
C[C@@H](CSc1ccccc1)CN1CC[C@H](NC(=O)OCc2ccccc2)CCC1=O,17,-1
CC(CNC(=O)CCc1nc(-c2ccc(N3CCCC3)cc2)no1)c1ccccc1 (stereo not drawn),8,0

(list continues)
Molecule,mHTT CaM bind,Pf apPOL inh
O=C(OC1Cc2c(O)cc(O)cc2OC1c1cc(O)c(O)c(O)c1)c1cc(O)c(O)c(O)c1 (stereo not drawn),.,54*
O=C(c1ccc(F)c(F)c1)N1CCCC(C(=O)N2CCN(c3ccccc3F)CC2)C1 (stereo not drawn),20,-6
COc1cc2c(cc1OC)C(C(=O)O)C(c1cccc(Br)c1)N(C)C2=O (stereo not drawn),-2,-8
CCOC(=O)C(C#N)=C1CCN(Cc2ccccc2)CC1,.,-8
COc1cc2c(cc1OC)C(C(=O)Nc1cc(C)ccn1)C1c3ccccc3CCN1C2=O (stereo not drawn),69*,-1
Cc1ccccc1C(=O)N1C(C(=O)NCc2ccncc2)COC12CCCC(C)C2 (stereo not drawn),14,-3
NC(=O)c1c(Cl)cncc1Cl,.,-11
O=C(CC1CCN(C(=O)c2ccccc2Cl)CC1)NCc1ccccc1,5,-6
CNC(=O)c1cc2c(=O)n3ccccc3nc2n(CCOC)c1=N,-7,0
CC(C)(CO)NC(=O)CSc1ccc(C(F)(F)F)cc1Cl,-1,-4
Cc1ccc(C(=O)Nc2ccc(Cn3cncn3)cc2)cc1,-6,1
O=C(CCN1CCN(C/C=C/c2ccccc2)CC1)Nc1ccc2c(c1)OCO2,33,-9
CC(C)C(=O)NCC1(C)CC(NC(=O)C(C)C)CC(C)(C)C1 (stereo not drawn),-2,-1
C=CCc1ccccc1OCC(O)CN1CCN(CCO)CC1 (stereo not drawn),6,-4
N#CC1=CN(c2ccc3c(c2)CCC3)c2ccccc2S1(=O)=O,9,-4

Other entries:
Molecule,mHTT CaM bind,Pf apPOL inh
N=c1n(CCO)c2ccccc2n1CCN1CCOCC1,-8,0
CC(=O)c1c(C(C)=O)c(C)n(Cc2ccco2)c1C,1,-10
CCn1ncc(Cl)c1C(=O)N1CCCC1c1cc(C)no1 (stereo not drawn),3,-8
O=C(CSc1ccccc1)Nc1c2c(nn1-c1ccccc1)CCC2,-9,-3
COc1cccc(C(=O)Nc2cc(F)c3nc(N4CCCC4)ccc3c2)c1,11,0
COc1cc(NC(=O)c2ccccc2)c(OC)cc1NC(=O)Cc1ccc(Cl)cc1,22,-6
COc1ccc(C(=O)NC2CCN(c3ccc(F)cc3)C2=O)cc1 (stereo not drawn),-1,-1
Cc1cccnc1NC(=O)Nc1ccc(Cl)c(Cl)c1,-13,0
CN1C(=N)NC(=O)C12COC(c1cccnc1)OC2 (stereo not drawn),2,5
Cc1ccc(-n2nc3c(c2NC(=O)c2cc4ccccc4oc2=O)CSC3)c(C)c1,30,36
CC(C)(C)C(=O)N1CCCC1c1ccc(Cl)cc1 (stereo not drawn),-12,-2
Nc1nnc(SCc2cccc(Br)c2)s1,-5,-9
CCCC(O)=C1C(=O)CC(C)(C)CC1=NCCc1ccccc1,-16,-9
COc1ccccc1/C=C1\C(=O)Nc2ccc(Cl)cc21,24,-1
COc1cc(/C=C2\C(=O)NN(c3ccc(Br)cc3)C2=O)ccc1O,18,6

More structures.
Molecule,mHTT CaM bind,Pf apPOL inh
CCOc1ccc(C(=O)Nc2cccc(NC(=O)c3ccccc3Cl)c2)cc1,4,-5
CCOc1ccc(Nc2cc(C)nc3ncnn23)cc1,1,-15
COc1ccccc1Nc1nc(-c2ccccc2)cs1,18,-1
CCc1nc(-n2cccc2)sc1C(=O)Nc1ccc(C)cc1,-24,-2
OC(COc1ccccc1Cl)Cn1cnc2ccccc21 (stereo not drawn),10,-10
Cc1cc2nc(-c3ccccc3)cc(C(F)(F)F)n2n1,-46,-6

Rewritten with each value named: entries from further up
OC(COc1ccccc1Cl)Cn1cnc2ccccc21 (stereo not drawn)
  mHTT CaM bind: 10 | Pf apPOL inh: -10

Cc1cc2nc(-c3ccccc3)cc(C(F)(F)F)n2n1
  mHTT CaM bind: -46 | Pf apPOL inh: -6

Screening data as filed in PubChem.
